hERG protect: compounds protecting human hERG from proarrhythmic drug block; Q12809; CHO-hERG, FluxOR thallium flux, dofetilide IC70 present; activation (rescue from dofetilide block), less the hit threshold, % at 10 µM; 310,000 tested, 0.51% active; AID 1511;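 active = activation above the mean of controls blocked by dofetilide plus 5 SD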;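 also: thallium influx through hERG after potassium depolarization seen as dye fluorescence rise; in these data hits start at about 4.7%; inactives centre near -7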
KCNQ1 inh: human KCNQ1 channel inhibition; P51787; CHO-K1 KCNQ1, FluxOR thallium flux fluorescence; active compounds read high; B-score at 10 µM; 310,000 tested, 1.3% active;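 active = compounds whose thallium flux B-score, printed positive for inhibition, exceeds three library SD while starting fluorescence stays within three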;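 also: channel opened by potassium depolarization with thallium stimulus after 20 min compound exposure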
Target sequence (P51787 whole entry, looked up): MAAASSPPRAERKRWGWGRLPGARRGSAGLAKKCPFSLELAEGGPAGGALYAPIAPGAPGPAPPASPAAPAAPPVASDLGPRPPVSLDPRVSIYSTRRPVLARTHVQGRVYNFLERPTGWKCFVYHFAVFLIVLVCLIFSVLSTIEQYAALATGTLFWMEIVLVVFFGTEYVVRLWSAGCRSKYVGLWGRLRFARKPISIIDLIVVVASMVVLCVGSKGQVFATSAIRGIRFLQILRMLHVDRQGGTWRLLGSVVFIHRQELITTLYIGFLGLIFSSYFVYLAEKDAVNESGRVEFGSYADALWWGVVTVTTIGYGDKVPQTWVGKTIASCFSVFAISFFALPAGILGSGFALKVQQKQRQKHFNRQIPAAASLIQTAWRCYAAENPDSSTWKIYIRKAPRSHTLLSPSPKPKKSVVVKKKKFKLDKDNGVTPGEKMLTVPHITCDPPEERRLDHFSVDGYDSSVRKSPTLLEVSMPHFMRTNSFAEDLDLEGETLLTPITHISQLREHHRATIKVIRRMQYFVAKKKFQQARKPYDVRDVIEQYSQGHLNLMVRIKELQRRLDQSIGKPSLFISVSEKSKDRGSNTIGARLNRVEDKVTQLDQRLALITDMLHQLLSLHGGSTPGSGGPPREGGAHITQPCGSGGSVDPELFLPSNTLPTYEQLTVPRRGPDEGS
TRPC4 act: TRPC4 (mouse) channel activation. Q9QUQ5. HEK293 TRPC4beta/mu-opioid, Fluo4 calcium fluorescence; active compounds read high. B-score at 10 µM. 310,000 tested, 0.49% active;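 active = B-score above 5 SD of library B-scores, and initial fluorescence ratio not above library mean plus 5 SD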;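 also: positive B-score marks a calcium rise read as TRPC4 activation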
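Assay system: HEK293 stable line with TRPC4beta plus mu-opioid receptor; schedule: 45 min room-temperature Fluo4 loading, 110 s read; technique: kinetic Fluo4 calcium fluorescence; evaluation: integrated baseline-normalised fluorescence ratio, converted to per-well B score; controls: buffer (low) and maximal DAMGO (high)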
DYRK1A inh: Dyrk1A (rat) kinase inhibition | ADP-Glo luminescence, NFATc1 peptide | inhibition, % at 12.5 µM | 310,000 tested, 0.43% active | AID 504441; in the data active = inhibition above about 50%;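 also: plate controls were vehicle with enzyme for no effect and no enzyme for full effect; many of its hits are not listed in these tables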
Platelet DG rel: modulates dense granule release in human platelets. human platelet-rich plasma, SFLLRN dense granule ATP release, luminescence. AID 1663. inhibition, %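 (compounds screened at 7.5 µM in platelet-rich plasma)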. 300,000 tested, 0.22% active;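 active = mean replicate score, as percent of positive control, at or above 50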
TRPC4 potent: allosterically enhances the mouse TRPC4 cation channel. Q9QUQ5. HEK293 TRPC4beta/mu-opioid, DAMGO EC20, Fluo-4 Ca2+ flux; active compounds read high. B-score at 10 µM. 310,000 tested, 0.42% active. AID 2227;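 active = B-score of calcium response area above 5 SD of library B-scores, with initial fluorescence ratio within 5 SD of library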;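 also: B-score of integrated fluorescence ratio over time as area under calcium response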
TRPC4 block: TRPC4 (mouse) channel inhibition; 300,000 tested, 0.39% active; HEK293 TRPC4beta/mu-opioid, DAMGO-evoked Fluo4 calcium flux; active compounds read low; AID 2247; B-score at 10 µM;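 active = B-score over 3 SD under the library average, no early fluorescence shift, positive overall ratio signal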
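Assay system – HEK293 line stably carrying TRPC4beta and mu-opioid receptor · Doses – single dose · Detection – Fluo4 calcium-dye fluorescence, kinetic read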
KCNQ1 act: human KCNQ1 channel potentiation or activation; B-score at 10 µM; 310,000 tested, 0.35% active; CHO-K1 KCNQ1, thallium flux FluxOR fluorescence; active compounds read high; P51787;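 active = fluorescence ratio B-score, a plate-corrected score, at least three library SD, with initial intensity B-score within 5 SD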
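Medium – assay buffer, equal DMSO in all wells · Material – CHO-K1 cell line with stable KCNQ1 potassium channel expression · Signal – kinetic FluxOR thallium fluorescence, 10-s 1-Hz baseline, 110-s post-stimulus read · Compound – single concentration per compound, DMSO matched to controls · Schedule – 37 °C overnight plating, 90-min dark dye load, 20-min compound pretreatment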
KCNK3 block: human KCNK3 channel inhibition, primary screen; CHO-KCNK3 thallium flux, FluxOR fluorescence; active compounds read low; 340,000 tested, 0.84% active; B-score at 10 µM;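 active = B-score under library mean minus 4 SD, starting fluorescence ratio at most library mean plus 5 SD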;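 also: more negative B-score means stronger inhibition of thallium flux through KCNK3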
KCNK9 inh: human KCNK9 channel inhibition | HEK293 KCNK9, FluxOR thallium flux fluorescence; active compounds read low | B-score at 10 µM | 310,000 tested, 1.2% active;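 active = ratio B-score over 3 SD below the library mean, with starting fluorescence within 5 SD of its mean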;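 also: negative B-score means less thallium flux so channel inhibition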
Target sequence (Q9NPC2 whole entry, looked up): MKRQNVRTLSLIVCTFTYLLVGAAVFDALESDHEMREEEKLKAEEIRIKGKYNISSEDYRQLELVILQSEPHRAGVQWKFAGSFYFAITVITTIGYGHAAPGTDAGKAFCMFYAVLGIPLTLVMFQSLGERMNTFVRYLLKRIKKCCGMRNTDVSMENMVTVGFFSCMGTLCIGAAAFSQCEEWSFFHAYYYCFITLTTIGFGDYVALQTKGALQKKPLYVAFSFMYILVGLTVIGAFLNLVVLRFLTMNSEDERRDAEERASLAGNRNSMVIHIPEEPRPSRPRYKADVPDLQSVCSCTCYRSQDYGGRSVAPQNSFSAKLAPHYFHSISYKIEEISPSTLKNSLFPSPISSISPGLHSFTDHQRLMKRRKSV
PolyA inhibitor: blocks polyadenylation in yeast reporter cells; S. cerevisiae SKY197-pL101 polyadenylation reporter, beta-gal luminescence; efflux-impaired pdr1/pdr3 knockout yeast; score 100 = 6 SD above DMSO; calls only at 12 µM; 300,000 tested, 0.02% active; AID 1875;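 active = lowest replicate activity score at least 50, where 100 means six control SD above control mean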;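 also: yeast exposed to compound for 9 h at 30 °C; higher score means more reporter readthrough which indicates perturbed polyadenylation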
Numbers without * were called inactive; i = inactive; x = no result given. Some of the compounds tested. The share of hits here may be higher or lower than overall.

SMILES	hERG protect	KCNQ1 inh	TRPC4 act	DYRK1A inh	Platelet DG rel	TRPC4 potent	TRPC4 block	KCNQ1 act	KCNK3 block	KCNK9 inh	PolyA inhibitor
Cc1ccc(-n2ncc3c(=O)[nH]c(SCC(=O)N4CCCCC4)nc32)cc1	-7	i	i	-1	-1	i	i	i	i	i	i
O=C(COC(=O)c1ccccc1C(=O)c1ccccc1)Nc1ccc(SC(F)F)cc1	-10	i	i	-4	0	i	i	i	i	-12*	i
Cc1cnc(C(=O)N2CCN(c3ccc(C(F)(F)F)cn3)CC2)cn1	-1	i	i	x	16	i	i	i	i	i	i
CSCCC(NC(=O)c1ccc(Cl)cc1)C(=O)O (stereo not given)	-20	i	i	-1	-1	i	i	i	i	i	i
Cc1c(NC(=O)c2c(NC(=O)CNC3CC3)sc3c2CCCC3)c(=O)n(-c2ccccc2)n1C	-11	i	i	2	-2	i	i	i	i	i	i
Cc1ccc(NC(=O)NCc2ccc3c(c2)OCO3)c(C)c1	-9	i	i	-4	-3	i	i	i	i	i	i
Oc1ccccc1-c1nnc(COc2ccc(Cl)cc2Cl)o1	-6	i	i	x	8	i	i	i	i	i	x
O=C(NCc1ccccc1)C1=C[C@H](c2ccc(Br)cc2)C[C@H](OCc2ccc(CO)cc2)O1	-11	i	i	3	1	15*	i	i	i	i	i
Cc1ccc(S(=O)(=O)c2cc(N3CCOCC3)nc(-c3ccccc3)n2)cc1	-2	i	i	2	-2	i	i	i	i	i	i
CCCCCCCCN1[C@@H](CC(=O)O)c2ccc(C(F)(F)F)cc2S1(=O)=O	-7	i	i	9	1	i	i	i	i	i	i
S=C(NCCN1CCOCC1)N/N=C/c1c2ccccc2cc2ccccc12	-10	i	i	1	-3	i	i	i	i	i	i
CC1Cc2ccccc2N1C(=O)COc1ccc2c(c1)OCO2 (stereo not given)	-10	i	i	1	-3	i	i	i	i	i	i

The closing 4 records of the section above lead into the next.
SMILES	hERG protect	KCNQ1 inh	TRPC4 act	DYRK1A inh	Platelet DG rel	TRPC4 potent	TRPC4 block	KCNQ1 act	KCNK3 block	KCNK9 inh	PolyA inhibitor
Cc1ccc(S(=O)(=O)c2cc(N3CCOCC3)nc(-c3ccccc3)n2)cc1	-2	i	i	2	-2	i	i	i	i	i	i
CCCCCCCCN1[C@@H](CC(=O)O)c2ccc(C(F)(F)F)cc2S1(=O)=O	-7	i	i	9	1	i	i	i	i	i	i
S=C(NCCN1CCOCC1)N/N=C/c1c2ccccc2cc2ccccc12	-10	i	i	1	-3	i	i	i	i	i	i
CC1Cc2ccccc2N1C(=O)COc1ccc2c(c1)OCO2 (stereo not given)	-10	i	i	1	-3	i	i	i	i	i	i
O=C(NC1CCCCCC1)c1cc2ccccc2oc1=O	2	i	i	-1	2	i	i	i	i	i	i
Cc1cccc(NC(=O)Nc2ccc([N+](=O)[O-])cc2)n1	-9	i	i	-5	-4	i	i	i	i	i	i
CCCCNCC1C(Oc2ccc(Cl)cc2)C(=O)N1c1ccccc1C (stereo not given)	-15	i	i	6	11	i	-6*	i	i	i	i
O=C(Nc1cccnc1)c1ccc(Br)c(S(=O)(=O)N2CCCC2)c1	-10	i	i	-3	-5	i	i	i	i	i	i
O=c1cc(-c2ccccc2Cl)oc2cccc(O)c12	-12	i	i	-2	-2	i	i	i	i	i	i
CCN1CCN(S(=O)(=O)c2ccc(OC)c(Br)c2)CC1	-3	i	i	0	0	i	i	i	i	i	i
Cc1cc(OCc2cc(C(=O)N(Cc3nccn3C)C(C)C)no2)cc(C)c1Cl	-20	i	i	3	-4	i	i	i	i	i	i
CCOC(=O)c1c(C)[nH]c(C(=O)CSc2nnc(C3CC3)n2N)c1C	-8	i	i	2	1	i	i	i	i	i	i
N#CCc1c(C#N)c(N)nc(N2CCN(c3ccc(F)cc3)CC2)c1C#N	-20	i	i	3	-9	i	i	i	i	i	i
O=C(Nc1cccnc1)c1cnc2ccccc2n1	-4	i	i	8	-1	i	i	i	i	i	i
COc1ccc2c(c1)SCC/C2=C\CN1C(=O)CCC1=O	-6	i	i	3	1	i	i	i	i	i	i
O=C(COC(=O)c1ccccc1NCCO)NCCC1=CCCCC1	-9	i	i	7	-7	i	i	i	i	i	x
O=C(NCCc1ccccc1)c1nc2nc(-c3cccs3)cc(C(F)(F)F)n2n1	-12	i	i	4	1	i	i	i	i	i	i
COCCNC(=O)C(=O)c1c(-c2ccccc2)[nH]c2ccccc12	-11	i	i	-3	-11	i	i	i	i	i	i
Cn1nc([N+](=O)[O-])nc1Oc1ccc2ccccc2c1	-7	i	i	3	-5	i	i	i	i	i	i
CCN(CC)S(=O)(=O)c1ccc(C(=O)OCCNC(=O)c2cccnc2)cc1	-8	i	i	2	3	i	i	i	i	i	i
O=[N+]([O-])c1ccc(Cl)c(-c2ccc(/C=N/n3cnnc3)o2)c1	-5	i	i	0	0	i	i	i	i	i	i
CCN(CC)C1=NC=CC(c2ccccc2)=CC1C (stereo not given)	-9	i	i	9	-9	i	i	i	i	i	i
O=C(COC(=O)/C=C/c1ccc(Cl)cc1)NCCN1C(=O)CSC1=O	-11	i	i	-23	1	i	i	i	i	i	i
Cc1ccn2c(=O)c(C(=O)NCCC3=CCCCC3)c(O)nc2c1	-7	i	i	-2	3	i	i	i	i	i	i
O=C(NCC(c1ccc(F)cc1)N1CCOCC1)c1cccnc1Sc1ccc(Cl)cc1 (stereo not given)	-5	i	i	-4	16	i	i	i	i	i	i
CC(C)(C)c1ccc(OCCC(=O)NCCc2ccc(S(N)(=O)=O)cc2)cc1	-2	i	i	7	-5	i	i	i	i	i	i
O=C(CNS(=O)(=O)c1ccccc1)Nc1ccc(C(F)(F)F)cc1	-8	i	i	-10	3	i	i	i	i	i	i
CC(C)=CCN1CCN(Cc2cccc3nonc23)CC1CCO (stereo not given)	-12	i	i	-4	-2	i	-5*	i	i	i	i
COc1ccccc1Nc1nnc(SCC(=O)N2CCCC2=O)s1	-12	i	i	-4	8	i	i	i	i	i	i
Cc1ccc(C(=O)CC(=O)c2cccc(F)c2)c(O)c1	10*	i	i	8	-1	i	i	16*	i	i	i
C#CCNC(=O)C1=C[C@H](c2ccccc2)C[C@H](OCCCCO)O1	-4	i	i	5	6	i	i	i	i	i	i
Cc1ccc(-n2nnnc2Sc2ccc(S(=O)(=O)NCCN(C)C)cc2[N+](=O)[O-])cc1	-8	i	i	12	1	i	i	i	i	i	i
CC1CCCCC1N=CC1=C(O)CC(C)(C)CC1=O (stereo not given)	0	i	i	-3	-17	i	i	i	i	i	i
CCC1CCCCN1CCCNC(=O)Cn1c(=O)c2cccn2c2cccnc21 (stereo not given)	-3	i	i	0	-6	i	i	i	i	i	i
O=C(Nc1cccc(Br)c1)C1CCCC1	-6	i	i	x	3	i	i	i	i	i	i
O=C1CSC(c2ccc(Cl)cc2)N1c1cccnc1 (stereo not given)	-4	i	i	4	-13	i	i	i	i	i	i
CN1CCN(C(=S)SCC(=O)Nc2nc(-c3ccccc3)c(-c3ccccc3)o2)CC1	-9	i	i	-4	-16	i	i	i	i	i	i
CCCCn1c(SCC(=O)NC(=O)NCc2ccco2)nc2cc(S(N)(=O)=O)ccc21	-3	i	i	-4	5	i	i	i	i	i	i
COc1ccccc1/C=N/NC(=O)c1sc(C)nc1C	-3	i	i	0	1	i	i	i	i	i	i
Cc1cccc2cc(=O)[nH]c(C)c12	-7	i	i	32	-2	i	i	i	i	i	i
Cc1csc(SCC(=O)NC2CCCCC2)n1	-7	i	i	4	-18	i	i	i	i	i	i
COc1ccc(OC)c(S(=O)(=O)N2CCC(C(=O)NCc3ccc4c(c3)OCO4)CC2)c1	-12	i	i	-5	-7	i	i	i	i	i	i
Cn1c(=O)n(-c2cccc(Cl)c2)c(=O)c2c3c(sc21)COC(C)(C)C3	-7	i	i	-3	-1	i	i	i	i	i	i
CC1(C)Cc2cccc(OCC(=O)Nc3cccnc3Cl)c2O1	-10	i	i	-2	2	i	i	i	i	i	i
CC1(C)CC(N(Cc2ccccc2)C(=O)Cc2ccccc2)CCO1 (stereo not given)	-10	i	i	-3	0	i	i	i	i	i	i
Clc1ccc(OCCn2cnc(Cl)c2Cl)cc1	-14	i	i	-2	0	i	i	i	i	i	i
COC(C[C@H]1O[C@H]1[C@@H](O)[C@H](C)OCc1ccccc1)OC	-8	i	i	3	-6	i	i	i	i	i	i
COc1ccccc1C(CC(=O)Nc1nccs1)c1ccco1 (stereo not given)	-4	i	i	-4	3	i	i	i	i	i	i
CCOC(=O)c1c(C)[nH]c(C)c1-c1ccccc1OC	-10	i	i	4	0	i	i	i	i	i	i
COc1ccc(/C=N/NC(=O)CCc2c(C)n[nH]c2C)cc1O	-7	i	i	-4	-1	i	i	i	i	i	i
Cn1cccc1Cc1nnc(SCC(=O)N2CCN(c3ccccc3)CC2)n1-c1ccc(F)cc1	-10	i	i	5	3	i	i	i	i	i	i
Cc1nnc(SCC(=O)NCCN2C(=O)CSC2=O)s1	-12	i	i	-1	-2	i	i	i	i	i	i
COc1ccc(Nc2nc(C)cc(C)c2C(N)=O)cc1OC	-7	i	i	-1	4	i	i	i	i	i	i
COc1ccc(CNC(=O)C2CCNCC2)cc1	-1	i	i	-1	-6	i	i	i	i	i	i
c1ccc(Cn2nnc3c(N4CCc5ccccc5C4)ncnc32)cc1	-7	i	i	x	7	i	i	i	i	i	i
COc1ccc(CCNC(=O)CSc2nnc(-c3cccc(F)c3)o2)cc1OC	-6	i	i	x	21	i	i	i	i	i	i
CN(Cc1ccccc1)S(=O)(=O)c1nnc(NC(=O)c2ccccc2)s1	-4	i	i	5	-6	i	i	i	i	i	i
COc1ccccc1NC(=O)Cn1cc(C(=O)c2ccco2)c2ccccc21	-13	i	i	-14	16	i	i	i	i	i	i
COc1ccccc1C(=O)n1nc(-c2ccco2)nc1N	-8	i	i	5	0	i	i	i	i	i	i
O=C(NCCc1ccccc1)c1ccc(-c2ccccc2Cl)o1	-5	i	i	25	1	i	i	i	i	i	i
Cc1ccc(Cn2ncc3c(N4CCCC4)ncnc32)cc1	-2	i	i	9	0	i	i	i	i	i	i
C/C(N)=C(/C#N)C(=O)CSc1n[nH]c(-c2cccs2)n1	-2	i	i	-3	5	i	i	i	i	i	i
